SMN2 splice up – qHTS Assay for Enhancers of SMN2 Splice Variant Expression. HEK293 SMN2-luciferase splicing reporter, luminescence, 30-36 h. Potency, µM (titrated, usually from 46.1 µM), without a hit: at the highest dose activity change, positive = activation, hits mostly activators. 2.8% of 210,000 active. AID 1458, 2008; further: % of control where 0% means no effect; nearly all actives have a fitted effect of over 55% in size
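HEK293 cells carry an SMN2 minigene-luciferase reporter in which exon 7 inclusion puts luciferase in frame. Cells were seeded at 2000 cells/well, attached for 10-12 hours, then exposed to compounds for 30-36 hours at 37C before ONE-Glo luminescence.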
Tau FP inhib – qHTS for Inhibitors of Tau Fibril Formation, Fluorescence Polarization; Potency, µM (series often up to 57.7 µM), inactives show at the top dose activity, negative = inhibition, usual class: inhibitors; 0.39% of 280,000 active; AID 1468, 2008; Microtubule-associated protein tau (Homo sapiens), P10636; K18 P301L tau heparin fibrillization, Alexa594 FP, 6 h; further: on the % scale 0 is the no-effect control and ±100 the full control effect; nearly all actives have a fitted effect of over 55% in size
Target sequence (P10636 561-689 P618L limits assumed): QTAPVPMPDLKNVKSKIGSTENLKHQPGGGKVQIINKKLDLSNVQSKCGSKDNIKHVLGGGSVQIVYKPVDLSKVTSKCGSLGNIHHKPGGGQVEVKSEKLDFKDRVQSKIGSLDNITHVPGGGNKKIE
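Recombinant K18 P301L […], labeled with Alexa 594 at 0.24 uM over 15 uM unlabeled; heparin inducer 20 uM final; 37 C, 6 hr; FP endpoint.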
Tau ThT inhib – qHTS for Inhibitors of Tau Fibril Formation, Thioflavin T Binding. Microtubule-associated protein tau (Homo sapiens), P10636. recombinant tau K18 P301L, heparin-induced fibrillization, ThT fluorescence. Potency, µM (top dose mostly 57.4 µM), without a hit: top-dose activity, negative = inhibition, hits mostly inhibitors. 2.1% of 270,000 active; further: on the % scale 0 is the no-effect control and ±100 the full control effect; nearly all actives have a fitted effect of over 55% in size
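ThT emission at 510 nm, taken 1 hr after adding 30 uM dye, quantifies aggregates formed when 20 uM heparin acts on human tau K18 P301L for 6 hr at 37 C.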
Tau fluor cs – Counterscreen qHTS for Inhibitors of Tau Fibril Formation, Fluorescence Polarization; tau K18 P301L (four-repeat tau fragment) Alexa594 fluorescence, heparin fibrillization; Potency, µM (highest dose often 57.7 µM), inactives show top-dose activity change, negative = decrease; 0.93% of 280,000 active; AID 1463, 2008; further: on the % scale 0 is the no-effect control and ±100 the full control effect; nearly all actives have a fitted effect of over 55% in size
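Human K18 P301L tau (15 uM unlabeled plus 0.24 uM Alexa 594-labeled, final) in 100 mM sodium acetate pH 7 was mixed with compound and 20 uM heparin and incubated 6 hr at 37 C.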
ALDH1A1 inh – qHTS Assay for Inhibitors of Aldehyde Dehydrogenase 1 (ALDH1A1) | 7.3% of 220,000 active | Purified ALDH1A1, NADH fluorescence, propionaldehyde substrate | Potency, µM (series often up to 75.3 µM), for the others: at the top dose activity, negative = inhibition, hits mostly inhibitors | AID 1030, 2008; active means well fitted inhibition curve with a large enough effect, not every such curve was filed as active; inconclusive means small, poorly fitted or top-dose-only effect, or another doubt; inactive means no such curve, though single readings can be large or run the other way;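 further: plate controls were no enzyme wells and a reference inhibitor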
Target sequence (P00352 whole entry, looked up): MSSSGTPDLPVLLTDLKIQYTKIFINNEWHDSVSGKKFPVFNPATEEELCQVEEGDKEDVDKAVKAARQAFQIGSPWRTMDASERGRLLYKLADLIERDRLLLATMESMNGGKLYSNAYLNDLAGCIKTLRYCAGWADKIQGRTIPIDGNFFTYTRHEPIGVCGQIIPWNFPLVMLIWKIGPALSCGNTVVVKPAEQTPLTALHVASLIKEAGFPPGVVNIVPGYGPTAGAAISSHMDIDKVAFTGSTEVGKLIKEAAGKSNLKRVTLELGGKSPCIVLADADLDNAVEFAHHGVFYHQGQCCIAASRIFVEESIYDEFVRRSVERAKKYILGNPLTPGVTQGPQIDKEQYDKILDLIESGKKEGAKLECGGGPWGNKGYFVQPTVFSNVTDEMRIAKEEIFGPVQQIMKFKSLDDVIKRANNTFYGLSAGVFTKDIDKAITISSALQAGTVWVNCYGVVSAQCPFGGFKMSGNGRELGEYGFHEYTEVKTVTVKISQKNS
HTT cytoprotect – qHTS Multiplex Assay to Identify Dual Action Probes in a Cell Model of Huntington: Cytoprotection (ATP); PC12 HTT-Q103 induced, cytoprotection, ATP luminescence, 40 h; Potency, µM (top dose mostly 56.4 µM), for the others: cytoprotection (ATP increase), usual class: activators; 0.14% of 230,000 active; AID 1471, 2008;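 further: % of control where 0% means no effect; nearly all actives have a fitted effect of over 45% in size; toxic huntingtin expression switched on by the ecdysone agonist tebufenozide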
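Compounds were screened for protection of PC12 cells against cell death after tebufenozide induction (100 nM final) of mutant Huntingtin exon 1 (Q103) fused to GFP.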
JMJD2E inh – qHTS Assay for Inhibitors of Human Jumonji Domain Containing 2E (JMJD2E); Lysine-specific demethylase 4E (Homo sapiens), B2RXH2; JMJD2E catalytic domain, FDH-coupled NADH fluorescence (FDH is formaldehyde dehydrogenase); Potency, µM (series often up to 57.1 µM), inactives show at the top dose activity change, negative = inhibition, most hits filed as inhibitors; 1.6% of 230,000 active; AID 2147, 2009; active means well fitted inhibition curve with a large enough effect, not every such curve was filed as active; inconclusive means small, poorly fitted or top-dose-only effect, or another doubt; inactive means no such curve, though single readings can be large or run the other way;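 further: 0% = wells with enzyme and -100% = buffer wells without enzyme; nearly all actives have a fitted effect of over 50% in size; many of its hits are not listed in these tables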
Target sequence (B2RXH2 1-337 limits assumed): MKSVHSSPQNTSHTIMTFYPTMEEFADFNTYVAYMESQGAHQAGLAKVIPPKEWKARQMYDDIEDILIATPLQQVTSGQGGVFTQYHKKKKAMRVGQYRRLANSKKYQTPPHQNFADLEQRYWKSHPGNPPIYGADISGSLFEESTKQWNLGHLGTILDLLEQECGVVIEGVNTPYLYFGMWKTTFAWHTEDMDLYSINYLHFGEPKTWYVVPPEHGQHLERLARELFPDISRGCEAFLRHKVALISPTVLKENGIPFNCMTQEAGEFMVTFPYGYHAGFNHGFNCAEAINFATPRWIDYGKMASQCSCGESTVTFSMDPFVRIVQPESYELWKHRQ
HttQ103 aggreg – qHTS Multiplex Assay to Identify Dual Action Probes in a Cell Model of Huntington: Aggregate Formation (GFP); PC12 HttQ103-GFP aggregates, Acumen cytometry, 40 h; Potency, µM (doses to about 46.1 µM), without a hit: at the highest dose activity change, negative = inhibition, most hits filed as inhibitors; 1.1% of 220,000 active; AID 1688, 2009; further: on the % scale 0 is the no-effect control and ±100 the full control effect; nearly all actives have a fitted effect of over 60% in size
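PC12 cells stably carrying ecdysone-inducible HTT exon 1 Q103–GFP were induced with tebufenozide (100 nM final) and treated with library compounds in titration. GFP aggregates in lysates were counted by laser scanning cytometry.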
An asterisk follows results filed as active; ? = inconclusive; · = no result given; [ ] = another dose, or the depositor's remark. Unless noted, the call rests on the fitted dose curve; in most records, active means well fitted curve in the direction sought with a large enough effect; inconclusive means small, poorly fitted or top-dose-only effect, or another doubt; inactive means no such curve, though single readings can be large; an effect the other way counts as inactive or inconclusive. Potency means the concentration at half of the fitted maximal effect. This is a subset; rates above refer to the full screens.

SMILES | SMN2 splice up | Tau FP inhib | Tau ThT inhib | Tau fluor cs | ALDH1A1 inh | HTT cytoprotect | JMJD2E inh | HttQ103 aggreg
Nc1nc(SCC(=O)c2cc(F)ccc2F)n[nH]1 | -1% | -5% | -6% | -6% | ? | -12% | 1% | 8%
CCC(CC)NC(=O)c1ccccc1Oc1ccccc1 | -19% | 3% | -7% | -1% | -6% | 12% | 4% | -15%
COc1ccc(-c2noc(CSc3nnc(Cc4ccccc4)n3-c3cccc(C)c3)n2)cc1OC | 28% | 12% | ? | -6% | 13µM* | -4% | -5% | ?
CCOC(=O)c1c(C)n(C)c2ccc(OC)c(NC(=O)CN3CCC(C(=O)OCC)CC3)c12 | · | 4% | -17% | -2% | · | 32%[10 µM] | -3% | 8%[9.22 µM]
Cc1cc(NC(=O)CSc2nc3ccccc3n2CC(=O)N2CCCCC2)no1 | -4% | -3% | 2% | 8% | 14% | -5%[10 µM] | 3% | -15%
CCC(C)NC(=O)NC(=O)N(C1CCCCC1)S(C)(=O)=O (stereo unspecified) | 4% | 4% | -5% | 3% | ? | -20% | 5% | 21%
CC(c1ccco1)N(C(=O)c1ccccc1NS(=O)(=O)c1ccc(Cl)cc1)c1ccccn1 (stereo unspecified) | 2% | 1% | -15% | -9% | 0% | 10%[10 µM] | -8% | 18%
Cc1ccc(S(=O)(=O)N(CC(=O)N=Nc2c(O)[nH]c3ccccc23)c2ccc(C)c(C)c2)cc1 | 2% | -12% | ? | ? | ? | · | 0% | 4%
O=C(NCC1(c2ccccc2)CCCC1)C(=O)Nc1cccc(C(F)(F)F)c1 | 3% | -7% | -2% | -6% | · | · | · | ·
Fc1ccc2c(c1)-c1nc(-c3ccccc3)cc(-c3ccccc3)c1CO2 | 1% | ? | -3% | -21% | · | · | · | ·
CCOC(=O)c1c(C)c(-c2ccccc2)n(CC(=O)NCc2ccccc2)c1C | 2% | -11% | -10% | -15% | · | · | · | ·
O=C(Nc1ccc(NC(=O)c2ccccn2)cc1)C(=O)Nc1ccc2c(c1)OCCO2 | ? | -13% | ? | -14% | ? | -42%[inhibitor] | 8% | 24%
CCOC(=O)C1CCN(C(=O)c2cccs2)CC1 | · | -2% | -10% | -9% | -9% | 9%[10 µM] | -6% | 16%[9.22 µM]
Cc1ccc(CN2CCSc3ccc(C(=O)NCc4ccccn4)cc32)cc1 | 10% | 9% | ? | ? | ? | -18% | ? | -22%
CNc1oc(-c2cccs2)nc1S(=O)(=O)c1ccccc1 | -8% | 0% | -1% | -4% | 6% | 24%[10 µM] | -4% | 11%

Single records, from the list above. Order of values: SMN2 splice up | Tau FP inhib | Tau ThT inhib | Tau fluor cs | ALDH1A1 inh | HTT cytoprotect | JMJD2E inh | HttQ103 aggreg
CC(c1ccco1)N(C(=O)c1ccccc1NS(=O)(=O)c1ccc(Cl)cc1)c1ccccn1 (stereo unspecified) is entered as 2% | 1% | -15% | -9% | 0% | 10%[10 µM] | -8% | 18%
CCC(C)NC(=O)NC(=O)N(C1CCCCC1)S(C)(=O)=O (stereo unspecified) is entered as 4% | 4% | -5% | 3% | ? | -20% | 5% | 21%
Cc1cc(NC(=O)CSc2nc3ccccc3n2CC(=O)N2CCCCC2)no1 is entered as -4% | -3% | 2% | 8% | 14% | -5%[10 µM] | 3% | -15%
CCC(CC)NC(=O)c1ccccc1Oc1ccccc1 is entered as -19% | 3% | -7% | -1% | -6% | 12% | 4% | -15%
Nc1nc(SCC(=O)c2cc(F)ccc2F)n[nH]1 is entered as -1% | -5% | -6% | -6% | ? | -12% | 1% | 8%

Remaining list, next part
SMILES | SMN2 splice up | Tau FP inhib | Tau ThT inhib | Tau fluor cs | ALDH1A1 inh | HTT cytoprotect | JMJD2E inh | HttQ103 aggreg
c1ccc(-c2nn3c(Cn4cnc5ccccc54)nnc3s2)cc1 | 28% | -10% | -19% | -8% | 2.2µM* | 7%[10 µM] | 7% | -16%
COc1ccc(-n2cnc3cc(NCc4cccs4)ccc32)cc1 | 1% | 14% | ? | ? | ? | -62%[inhibitor] | ? | -18%
CC(CCc1ccco1)NC(=O)Nc1cccc(F)c1 (stereo unspecified) | -20% | 0% | -12% | -20% | -4% | 8%[10 µM] | 1% | -25%
Cc1cccc(CSCCNC(=O)CN(c2ccccc2)S(=O)(=O)N(C)C)c1 | -18% | 4% | -11% | -13% | · | · | · | ·
NC1=NC(c2ccc(Br)cc2)n2c(nc3ccccc32)N1 (stereo unspecified) | -14% | -8% | -11% | -14% | -1% | 4%[10 µM] | 3% | 12%
COCCCN1CN(Cc2ccco2)CNC1=S | · | 3% | -1% | 5% | · | 10%[10 µM] | 1% | 10%[9.22 µM]
CCC(=O)Nc1ccc(C(=O)CSc2nc3ccccc3cc2CC)cc1 | ? | ? | -4% | ? | 3% | 20%[10 µM] | -7% | -8%
COc1ccccc1/C=C/C(=O)OCC(=O)Nc1ccc(Cl)cn1 | · | -3% | ? | -22% | ? | -4%[10 µM] | ? | -2%[9.22 µM]
COc1ccc(N(C(=O)c2ccco2)S(=O)(=O)c2cc(Cl)c(Cl)cc2Cl)cc1 | -3% | -8% | ? | -22% | ? | -48%[inhibitor] | -1% | ?
Cc1ccc(NC(=O)C(=O)NCCN2CCN(Cc3ccc([N+](=O)[O-])cc3)CC2)cc1 | -42%[inhibitor] | -2% | -12% | -8% | -2% | 6%[10 µM] | -12% | 27%
COc1ccc(NC(=O)CSc2nc(O)cc(=O)n2C)cc1 | -14% | -5% | ? | -17% | 8% | 2% | ? | 3%[9.22 µM]
O=C(CN1C(=O)NC2(CCCCC2)C1=O)NCc1ccc2c(c1)OCO2 | 24% | 3% | -9% | -3% | ? | 6% | -7% | 4%
Cc1noc(C)c1CSc1cc(C)c2ccccc2n1 | 0% | -11% | ? | -11% | 2% | 21%[4.97 µM] | 1% | -21%
O=C(Nc1cccc(-c2csc(-c3ccccc3)n2)c1)c1cccs1 | -23% | 14µM* | ? | ? | -2% | -67%[inhibitor] | ? | ?
CC(C)c1cc(C(=O)NC(C)c2ccccc2)no1 (stereo unspecified) | -7% | -3% | -6% | -9% | · | · | · | ·
O=S1(=O)C=C(SCc2ccc(Cl)c(Cl)c2)Nc2ccccc21 | -77%[inhibitor] | ? | -2% | ? | 5% | -44%[inhibitor] | 1% | -23%
COP(=O)(CN(Cc1ccccc1)C(=S)Nc1c(C)cccc1C)OC | 7% | -5% | -10% | -10% | -4% | -22% | -10% | 5%
COc1ccc(N2CCCn3c2nc2c3c(=O)n(CCc3ccccc3)c(=O)n2C)cc1 | -20% | 12% | -14% | -7% | ? | -16%[0.074 µM] | 7% | 5%
O=C(Oc1ccc(C(=S)N2CCOCC2)cc1Br)c1cc(Cl)ccc1Cl | -15% | 0% | ? | -14% | 3% | 6% | 3% | 11%
COc1cc2c(cc1NC(=O)C(c1ccccc1)c1ccccc1)CCCC2 | -28% | -12% | -13% | -14% | 3% | -65%[inhibitor] | -4% | ?
CCOc1ccc(NC(=O)CN2C(=O)NC(CCSC)C2=O)cc1 (stereo unspecified) | 1% | -6% | -6% | 1% | 8% | -13%[10 µM] | 6% | ?
CC(C)(C)C1CCc2onc(C(=O)Nc3ccc(F)cc3F)c2C1 (stereo unspecified) | -41%[inhibitor] | -3% | -15% | -13% | 11% | ? | 4% | -18%
CCOC(=O)Cc1ccc2sc(-c3ccccc3)nc2c1 | 16µM* | -1% | -11% | -15% | -4% | 1%[10 µM] | -18% | 18%
COc1ccc(CCNC(=O)C2CCN(S(=O)(=O)N3CC(C)CC(C)C3)CC2)cc1OC (stereo unspecified) | -38%[inhibitor] | -16% | -5% | -12% | -9% | 1% | 1% | -13%
CCCCOP(=O)(OCCCC)C(O)c1ccc(Br)cc1 (stereo unspecified) | 4% | 5% | -4% | -6% | 5% | 8%[10 µM] | -3% | -14%
Cn1c(=O)c2c(SCc3ccccn3)nc(CC(C)(C)C)nc2n(C)c1=O | · | ? | ? | -20% | ? | -18%[10 µM] | -10% | -8%
COC(=O)c1ccc(N2C(=O)CC(N(C)Cc3ccccc3)C2=O)cc1 (stereo unspecified) | ? | ? | -11% | -9% | 8.9µM* | 3% | 3% | ?
NNC(=O)c1cccc(COc2ccc3c(c2)CCC3)c1 | 0.4µM* | 3% | 5% | -4% | 6% | · | 11% | 2%
Fc1ccc(C2CCCN2Cc2nc(CC3CC3)no2)cc1 (stereo unspecified) | -3% | 1% | -1% | 0% | 6% | 2%[10 µM] | 3% | -9%[9.22 µM]
CCOC(=O)C(=O)N1CCC(C(=O)OCC)CC1 | · | ? | -5% | 0% | -1% | 8%[10 µM] | 6% | -7%[9.22 µM]
Cc1cc(C(=O)OCC(=O)N2CC(=O)Nc3ccccc32)c(C)n1-c1ccc(F)cc1 | -73%[inhibitor] | -3% | ? | ? | ? | -3%[1.9 µM] | -13% | -2%
Cc1nc(NC(=O)c2cccs2)ccc1Br | 11µM* | -2% | -9% | -8% | 2% | 13% | -4% | 7%
CCCCCCCCCCCCCCCC(=O)NCCCC(=O)O | 8% | -2% | -18% | -16% | 6% | -10% | -2% | ·
